Compound activity deposited in PubChem by several laboratories.
KOR beta-arrestin-1 = KOR agonists, beta-arrestin recruitment, primary screen, cell-based, luminescence, uHTS (AID 1777) | KOR beta-arrestin recruitment, luminescence; higher % means a stronger effect | one-dose activation, % at 10 µM; EC50 in µM for titrated hits | hit rate 0.02% among 280,000; in the data active = activation above about 50%, passing the limit was not always enough; note: a part of the inactive calls stands beside numbers as strong as those of hits
GPR35 antagonists = GPR35 antagonists blocking zaprinast-driven arrestin recruitment, primary screen, imaging, U2OS, beta-arrestin-GFP, zaprinast agonist (AID 2058); hit rate 0.052% among 290,000; U2OS GPR35 beta-arrestin-GFP translocation imaging, zaprinast antagonism; higher % means a stronger effect; one-dose inhibition, % at 10 µM; IC50 in µM for titrated hits;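 active = inhibition of at least 50% with at least 30 cells and total cytoplasm GFP at most 10,000,000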
KOR beta-arrestin-2 = KOR antagonists, beta-arrestin recruitment, cell-based, luminescence, uHTS (AID 1778); KOR beta-arrestin recruitment, luminescence, antagonist mode; higher % means a stronger effect; inhibition, % at 10 µM; hits with a dose series show IC50 in µM; hit rate 0.091% among 290,000; in the data active = inhibition above about 50%; note: strong numbers were not always called active
GPR55 activation = selective activators of receptor GPR55 – imaging, U2OS cells, beta-arrestin-GFP redistribution, primary screen (AID 1961) | U2OS GPR55 beta-arrestin-GFP redistribution imaging; higher % means a stronger effect | hit rate 0.048% among 290,000 | one-dose activation, % at 10 µM; EC50 in µM for titrated hits;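 active = activation above 40% with more than 50 cells counted in the well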;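 note: U2OS osteosarcoma cells stably expressing GPR55 and beta-arrestin-GFP; plate controls were DMSO negative control for no effect and LPI positive control for full effect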
NS5 inhibitors = Dengue-2 NS5 methyltransferase inhibitors, primary screen, biochemical, confirmation dose response (AID 588689) | Dengue-2 NS5 methyltransferase capping enzyme assay, biochemical; higher % means a stronger effect | inhibition, % at 25 µM; hits with a dose series show IC50 in µM | hit rate 0.3% among 340,000; in the data active = a potency from the dose series
HIV fusion peptide = cell-free HIV fusion peptide-binding blockers – biochemical, uHTS, fluorescence dequenching, primary screen (AID 1986) | cell-free peptide binding, fluorescence dequenching, 30 min; higher % means a stronger effect | inhibition, % at 20 µM; hits with a dose series show IC50 in µM | hit rate 0.3% among 290,000; in the data active = inhibition mostly above about 52%, no sharp cut-off; inactive = mostly below about 76%; note: some results filed as inactive read as strong as hits
West Nile antiviral = West Nile virus antiviral activity, cell-based, CPE readout (AID 1621); West Nile virus-infected cells, CPE inhibition; higher % means a stronger effect; one-dose CPE inhibition, % at 10 µM; IC50 in µM for titrated hits; hit rate 0.02% among 290,000; in the data active = a potency from the dose series; note: strong numbers were not always called active
NOD1 inhibition = inhibition of NOD1-driven NF-kB reporter – cell-based, luminescence, uHTS, primary screen (AID 1578) | NOD1-driven NF-kB luciferase reporter cells, luminescence; higher % means a stronger effect | inhibition, % at 4 µM, or EC50 in µM where a hit was titrated | hit rate 1% among 290,000; in the data active = inhibition mostly above about 36%, no sharp cut-off; inactive = mostly below about 34%;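 note: HEK-293T reporter cells stimulated with the NOD1 agonist gamma-tri-DAP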
GPR55 antagonists = inhibition of LPI-stimulated GPR55 beta-arrestin translocation – imaging, U2OS, beta-arrestin-GFP, LPI agonist, primary screen (AID 2013); U2OS GPR55 beta-arrestin-GFP translocation imaging, LPI antagonism; higher % means a stronger effect; inhibition, % at 10 µM, or IC50 in µM where a hit was titrated; hit rate 0.13% among 290,000;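 active = spots per cell inhibited over 60%, with over 100 cells counted and total cytoplasm intensity under 500,000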;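 note: U2OS cells stably carrying GPR55 and arrestin-GFP stimulated by 5 µM LPI near EC80; imaged beta-arrestin-GFP aggregate spots per cell after agonist stimulation; plate controls were LPI-stimulated DMSO wells for no effect and DMSO wells without LPI for full effect; some results filed as inactive read as strong as hits; confirmed hits need IC50 under 10 µM and bright autofluorescent wells are also inconclusive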
NS5 inhibitors pilot replicate = recorded beside NS5 inhibitors, whose call it bears; inhibition, %; measured here: pilot screen replicate inhibition
* marks the source's active call; other numbers are inactive results; . = no result given; [ ] = dose if it differs, or a comment.

SMILES | KOR beta-arrestin-1 | GPR35 antagonists | KOR beta-arrestin-2 | GPR55 activation | NS5 inhibitors | HIV fusion peptide | West Nile antiviral | NOD1 inhibition | GPR55 antagonists | others
COc1ccc(CNC(=O)CC2Sc3ccccc3NC2=O)cc1 (stereo unspecified) | -1.1% | 4% | 9% | -0.2% | -8% | -1.2% | -0.6% | -15% | 17%
CCCN(C(=O)CCSc1ccc(F)cc1)c1c(N)n(Cc2ccccc2)c(=O)[nH]c1=O | -0.4% | 6% | 9% | -0.1% | -6% | 1.5% | 0.2% | -30% | 5%
Fc1ccc(NC(=S)NCc2cccnc2)cc1 | -3.0% | -2% | 8%[20 µM] | 0.2% | 4% | -0.7% | -0.1% | -21% | -1%
CCC1SC(=Nc2cccc(C)c2)NC1=O (stereo unspecified) | 5.0% | -7% | -5% | -0.1% | -6% | 0.9% | 0.4% | -19% | 4%
Cc1oc(-c2ccc(F)cc2)nc1CN1CCCC(C(=O)N2CCOCC2)C1 (stereo unspecified) | 0.9% | 4% | 20% | 0.2% | -8% | -0.3% | -0.5% | -15% | -15%
CCOC(=O)C(=CNc1ccc(NC2=NCC(C)(C)S2)cc1)C(=O)OCC | 0.8% | 25% | 6% | -0.1% | 9% | -0.5% | -0.6% | 2% | -10%
O=C(c1cccc([N+](=O)[O-])c1)c1ccc2[nH]c(=O)[nH]c2c1 | 9.2% | 4% | -68% | 0.2% | -12% | -2.4% | -0.5% | -29% | -7%
Cn1c(SCC(=O)NC(=O)NCc2ccco2)nnc1-c1ccccc1 | -6.9% | 0% | 22% | -0.1% | -9% | 2.3% | 0.2% | 2% | 18%
Cc1ccc(S(=O)(=O)Nc2ccc(C(=O)NC3CC3)cc2)cc1 | 1.4% | 0% | 19% | -0.1% | -8% | -0.4% | -0.1% | -8% | 15%
CC(C)c1ccc(NC(=O)C(c2ccccc2)N2CCOCC2)cc1 (stereo unspecified) | -0.4% | 15% | -7% | 0.3% | -4% | -2.7% | -0.2% | -14% | -15%
CCN(CC)c1ccc(NC(=O)Cn2c(C(C)NC(=O)c3ccc(C)cc3)nc3ccccc32)cc1 (stereo unspecified) | . | 6% | . | -0.3% | 0% | -2.0% | -0.2% | -13% | 1%
CCC(CC)NC(=O)COC(=O)c1ccc2c(c1)C(=O)N(Cc1ccco1)C2=O | 1.2% | -2% | -47% | -0.1% | 7% | -0.9% | 0.8% | -24% | 3%
O=C(/C=C\c1ccccc1)NCC(=O)N/N=C/c1ccc(O)cc1O | -4.3% | 11% | 6% | -0.1% | -12% | -1.2% | 1.2% | 41% | 17%
O=C(COC(=O)c1ccncc1)NCCCc1ccccc1 | -1.4% | -1% | -16% | 0.3% | -4% | 0.6% | 0.3% | -19% | -29%
CCc1ccc(NC(=S)NC2CC3CCC(C2)N3Cc2ccco2)cc1 (stereo unspecified) | -2.6% | -6% | -30% | 0.1% | -6% | 0.0% | -0.7% | -32% | -2%
CCCCN=C1C([N+](=O)[O-])=CC=C2C1=NC1(CCCCC1)N2O | 16% | 3% | -16% | 0.1% | 9% | -3.0% | 0.0% | -10% | -18%
N#Cc1ccccc1NC(=O)CSc1nnc(-c2ccncc2)o1 | 3.7% | -6% | 46% | 0.1% | 1% | -0.4% | 0.6% | 4% | -8%
CNC(=S)NNC(=O)CCn1nc(C)c(Br)c1C | -1.9% | 9% | 1% | -0.2% | 2% | -1.9% | 0.6% | -15% | -2%
Cc1sc2nc(SCC(=O)NCCOCCO)n(C)c(=O)c2c1C | -7.8% | 3% | -49% | 0.3% | -7% | -1.0% | -0.3% | -12% | 12% | NS5 inhibitors pilot replicate=-2.7
O=C1c2ccccc2C(=O)N1CCc1nn[nH]n1 | -1.5% | 4% | 32% | 0.2% | -4% | -1.4% | 0.2% | -25% | 18%
O=C(Nc1ccccc1Oc1ccccc1)C1CCCC1 | 1.6% | 2% | 2% | 0.1% | 1% | -1.1% | -0.8% | -26% | 7%
CCCCc1nc2cc(C(=O)N3CCC(OCCOC)CC3)ccc2o1 | -3.0% | 1% | -5% | -0.1% | 4% | 1.3% | -0.2% | -36% | 3%
COc1ccc(/C=N/n2c(-c3ccco3)nc3ccccc3c2=O)cc1 | -4.7% | 6% | 1% | -0.2% | -5% | 23% | -0.3% | -29% | 0%
CC(C)CN1CCN(Cc2nc(C(C)C)cs2)CC1CCO (stereo unspecified) | -5.6% | 5% | -16% | 0.1% | 5% | -0.7% | -0.3% | 19% | 31%
O=C(O)c1cccc(N/N=C/c2sc(N3CCOCC3)nc2-c2ccccc2)c1 | 0.9% | 1% | 32% | -0.2% | -3% | 8.6% | 0.4% | -47% | 18%
C/C(N)=C(/C#N)C(=O)CSc1nc2ccccc2n1CC(C)C | -1.2% | -2% | -15% | 0.2% | 6% | -0.5% | -1.2% | 7% | -1%
Brc1ccccc1OCCCCn1cnc2ccccc21 | 1.6% | -13% | -54%[20 µM] | -0.1% | -8% | 1.8% | -1.2% | . | -8%
COC(=O)C1C(=O)C(C(=O)/C=C/c2ccccc2)C(=O)CC1(C)C (stereo unspecified) | -2.1% | 10% | 7% | -0.4% | -1% | 4.2% | 0.2% | -20% | 5%
Cc1ccc(CSc2nnc(-c3cccnc3)n2N)cc1 | 6.2% | 12% | -19% | 1.4% | -10% | -0.6% | 0.3% | 0% | 13% | NS5 inhibitors pilot replicate=-0.6
COc1ccc(-c2n[nH]c(C)c2-c2cnn(-c3ccccc3)c2)c(O)c1C | 2.2% | 12% | -44% | -0.1% | -4% | -1.1% | 0.5% | -23% | 0%
CCN(CC)C(=O)CSc1nc2ccccc2c(=O)n1CCC(=O)NCc1ccc(F)cc1 | -4.8% | -4% | 16% | 0.2% | -7% | 13% | 1.0% | 12% | -3% | NS5 inhibitors pilot replicate=0.9
CC(C)(C)C1(C)OC(C(N)=O)C(C(N)=O)O1 (stereo unspecified) | -1.3% | 8% | 25% | 1.0% | -2% | 0.7% | 0.2% | 16% | 16%
Cc1ccc(NC(=O)C2Cc3ccccc3O/C2=N\O)cc1C (stereo unspecified) | 2.8% | 4% | -20% | -0.2% | -11% | 0.7% | -0.4% | -8% | -4%
Cc1cc(C)nc(NC(=O)c2ccc(COc3ccccc3Cl)cc2)c1 | -2.7% | -1% | 2% | -0.8% | -4% | 1.8% | -1.4% | -15% | 24%
Cc1cc(C)c2c(N)c(C(=O)NN)sc2n1 | 0.9% | 5% | -9% | -0.3% | -5% | 0.5% | 0.6% | -9% | -1%
C=CCNC(=O)c1cc2cccc(OC)c2oc1=O | -0.3% | 10% | -16% | 0.0% | -4% | -0.7% | -0.1% | -30% | -7%
O=C(NC1CCCCC1)C(c1ccccc1)N(C(=O)Cc1ccsc1)c1ccccc1 (stereo unspecified) | 3.9% | 0% | -36% | 0.1% | -1% | 1.6% | -0.3% | 12% | 2%
O=C(CNS(=O)(=O)c1ccccc1)N1CCN(Cc2ccccc2)CC1 | -1.1% | 6% | 26% | -0.1% | -6% | -2.0% | -0.4% | -24% | 17%
CN1CCCN(C(=O)Cc2c(Cl)cccc2Cl)c2nc3ccccc3nc21 | 5.0% | 0% | -32% | -0.1% | -12% | 0.3% | -0.5% | 10% | -8%
CCOC(=O)Nc1ccc(S(=O)(=O)Nc2nc(C)cc(C)n2)cc1 | 0.7% | -3% | 15% | 0.5% | -1% | 0.7% | -0.4% | -12% | -3%
O=C(N/C(=N\O)c1ccccc1)Nc1ccc(Cl)cc1 | -0.3% | -4% | -28% | -0.1% | -12% | -2.5% | 0.2% | . | -4%
NC(=O)c1cc(S(=O)(=O)NCc2cccc(Br)c2)cs1 | 3.2% | -4% | -6% | -0.1% | -19% | -1.9% | -0.1% | -12% | -13%
COc1ccc(NC(=O)C(=O)NCCN2CCN(C(=O)c3cccs3)CC2)cc1 | 14% | 2% | 14% | -0.3% | -1% | 2.7% | -0.3% | -22% | 0%
Cc1ccc(-c2ocnc2C(=O)Nc2nc(C)cs2)cc1 | -4.3% | 4% | -3%[20 µM] | -0.1% | -5% | -0.8% | 0.2% | -22% | 16%
O=C(NC1CCS(=O)(=O)C1)Oc1ccccc1 (stereo unspecified) | -2.4% | -5% | 10% | -0.2% | . | 1.6% | 0.3% | -5% | 10%

Compounds above with a cyano group:
SMILES | KOR beta-arrestin-1 | GPR35 antagonists | KOR beta-arrestin-2 | GPR55 activation | NS5 inhibitors | HIV fusion peptide | West Nile antiviral | NOD1 inhibition | GPR55 antagonists | others
N#Cc1ccccc1NC(=O)CSc1nnc(-c2ccncc2)o1 | 3.7% | -6% | 46% | 0.1% | 1% | -0.4% | 0.6% | 4% | -8%
C/C(N)=C(/C#N)C(=O)CSc1nc2ccccc2n1CC(C)C | -1.2% | -2% | -15% | 0.2% | 6% | -0.5% | -1.2% | 7% | -1%

Going on with the list.
SMILES | KOR beta-arrestin-1 | GPR35 antagonists | KOR beta-arrestin-2 | GPR55 activation | NS5 inhibitors | HIV fusion peptide | West Nile antiviral | NOD1 inhibition | GPR55 antagonists | others
COc1ccc(S(=O)(=O)N2CCC(C(=O)N3CCCCC3)CC2)cc1Cl | -7.1% | 9% | 5% | -0.1% | -5% | -1.2% | -0.7% | 6% | 10%
CCOc1ccc(Nc2cc(=O)oc3ccccc23)cc1 | -2.7% | -18% | 30% | 0.2% | 2% | -1.3% | -1.3% | 28% | 2%
CCn1nnc(NC(=O)c2cc3ccccc3o2)n1 | -2.0% | 11% | 9% | 0.0% | -3% | -0.1% | 0.7% | -26% | 0%
CC(=O)NCCCc1nc2ccccc2n1Cc1ccccc1F | -3.6% | 6% | 16% | -0.1% | -4% | 0.6% | 1.3% | -11% | 1%
CC(=O)N1CCc2cc(S(=O)(=O)CCC(=O)NCCc3ccc(Cl)cc3)ccc21 | -0.5% | 1% | -19% | -0.3% | 6% | 1.4% | -1.1% | -3% | 80%
Cc1cccc(CNC(=O)c2ccc(NC(=O)C3=CSCCO3)cc2)c1 | -3.3% | 3% | 15% | 0.1% | -6% | -0.7% | -0.1% | -30% | 10%
CC12COC3(C(=O)N4CCN(c5ccccn5)CC4)CC1CCC32C (stereo unspecified) | 3.8% | -3% | 8% | 1.0% | -6% | 0.4% | -0.1% | -1% | 11%
CCOC(=O)Cc1csc(NC(=S)NC(=O)c2cc(OC)c(OC)c(OC)c2)n1 | 1.3% | -1% | 25% | -0.1% | -2% | 0.3% | 0.6% | 0% | 6%
COc1ccc2nc(SCCN(C)C)[nH]c2c1 | . | 13% | -37%[20 µM] | -0.1% | 4% | 3.0% | -1.1% | -16% | 20%
CCc1nnc(NS(=O)(=O)c2ccc(NC(=S)Nc3ccc(F)cc3)cc2)s1 | 0.8% | 22% | -1% | 0.2% | 2% | 4.8% | 0.0% | -22% | 6%

Not all compounds are listed (hit frequency here may not be typical).
